NF-kB neuron act – activators of NF-kB expression in neurons, primary screen, cell-based, HTS | 190,000 compounds, 1.6% hits | AID 1239, 2008 | human neuronal cells, NF-kB reporter expression; hits give high values | fold change at 12.5 µM; in the data active = fold change above about 3.3
Hsp70 act – Hsp70 transcriptional activators, primary screen, cell-based, HeLa, Hsp70 promoter luciferase, luminescence, 10 µM; activation, % at 10 µM; 200,000 compounds, 0.04% hits; HeLa Hsp70 promoter luciferase reporter; scaled: vehicle 0, proteasome-inhibitor control 100%;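 active = activation above the mean across all tested compounds plus 3 SD, cutoff set per campaign, cut at about 5.5% in these data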;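 also: 100% = MG132 at 30 µM as the positive control and 0% = DMSO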
STAT3 blocker – IL-6 driven STAT3 reporter inhibitors, primary screen, U3A cells, luciferase, luminescence, MLSCN library; IL-6 STAT3-luciferase reporter; host cell line lacks STAT1; inhibition, % at 5.5 µM; 190,000 compounds, 0.89% hits;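 active = inhibition above the mean inhibition across all screened compounds plus 3 SD, cut at about 44% in these data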;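 also: 0% = DMSO only wells and 100% = 100 µM nifuroxazide control wells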
STAT1 blocker – STAT1 signaling inhibitors, primary screen, cell-based, HTS, luciferase reporter. NIH 3T3 STAT1-luciferase reporter, IFN-gamma, luminescence. inhibition, % at 5.5 µM. 200,000 compounds, 0.35% hits;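 active = inhibition above a set limit, the mean inhibition across all tested compounds plus 3 SD, cut at about 34% in these data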;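 also: 0% = IFN-gamma with DMSO and 100% = IFN-gamma with 300 µM nifuroxazide; values of inactives mirror those of a sister screen read the other way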
DTT redox prof – compounds producing H2O2 with reducing agent – biochemical, NIH compound library profiling, artefact control for MLSCN library redox annotation, primary screen; DTT-dependent redox cycling H2O2, phenol red/HRP absorbance; 100% = 100 µM peroxide control, 0% = buffer; activation, % at 10 µM; 200,000 compounds, 0.03% hits; AID 878, 2007;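 active = activation of at least 50% relative to the plate's high and low controls in the primary single-dose screen; inactive = activation below 50%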;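 also: compound incubated with DTT at 0.8 mM final as the reducing agent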
TLR4 MyD88 comp – inhibitors of TLR4-MyD88 association in cells, primary screen, cell-based, HeLa CL3-4, BLA complementation, FRET ratio; inhibition, % at 8.4 µM; HeLa CL3-4 TLR4/MyD88 BLA complementation; 200,000 compounds, 0.18% hits; AID 861, 2007; Toll-like receptor 4 (Homo sapiens) + Myeloid differentiation primary response protein …; in the data active = inhibition above about 25%;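 also: 0% = vehicle and 100% = reference inhibitor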
Target sequence (O00206 whole entry, looked up): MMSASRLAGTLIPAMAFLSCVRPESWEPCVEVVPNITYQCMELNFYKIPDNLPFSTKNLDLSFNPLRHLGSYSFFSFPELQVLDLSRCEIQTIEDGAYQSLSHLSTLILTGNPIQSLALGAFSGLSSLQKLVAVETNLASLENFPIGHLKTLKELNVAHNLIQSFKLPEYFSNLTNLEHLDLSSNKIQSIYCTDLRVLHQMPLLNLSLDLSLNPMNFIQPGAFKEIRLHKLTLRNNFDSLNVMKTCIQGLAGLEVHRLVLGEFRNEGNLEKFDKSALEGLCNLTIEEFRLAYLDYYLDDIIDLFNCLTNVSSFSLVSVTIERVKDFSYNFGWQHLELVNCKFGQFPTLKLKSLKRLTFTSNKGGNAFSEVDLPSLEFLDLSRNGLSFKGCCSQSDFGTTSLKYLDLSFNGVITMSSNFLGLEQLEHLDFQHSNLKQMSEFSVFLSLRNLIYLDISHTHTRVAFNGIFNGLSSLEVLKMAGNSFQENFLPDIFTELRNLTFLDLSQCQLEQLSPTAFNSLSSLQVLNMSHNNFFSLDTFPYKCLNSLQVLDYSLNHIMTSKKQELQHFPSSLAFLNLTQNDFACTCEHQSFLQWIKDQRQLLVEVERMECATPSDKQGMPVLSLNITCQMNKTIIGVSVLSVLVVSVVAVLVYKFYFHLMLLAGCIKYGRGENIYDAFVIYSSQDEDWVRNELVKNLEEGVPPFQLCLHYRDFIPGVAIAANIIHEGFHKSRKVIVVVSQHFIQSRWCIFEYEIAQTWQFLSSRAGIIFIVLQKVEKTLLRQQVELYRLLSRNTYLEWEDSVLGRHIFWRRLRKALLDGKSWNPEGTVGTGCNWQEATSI
Target sequence (Q99836 whole entry, looked up): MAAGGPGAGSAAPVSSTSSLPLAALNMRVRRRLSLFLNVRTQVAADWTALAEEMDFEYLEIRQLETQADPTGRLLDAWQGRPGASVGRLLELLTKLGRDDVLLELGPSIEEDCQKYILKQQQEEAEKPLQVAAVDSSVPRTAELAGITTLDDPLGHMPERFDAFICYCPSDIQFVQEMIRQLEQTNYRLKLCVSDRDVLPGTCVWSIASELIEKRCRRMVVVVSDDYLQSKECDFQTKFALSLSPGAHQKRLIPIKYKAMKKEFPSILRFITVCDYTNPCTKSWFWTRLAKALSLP
HMGR II inh – inhibitors of E. faecalis class II HMGR, primary screen, biochemical, Enterococcus faecalis | HMG-CoA reductase (Enterococcus faecalis, mvaE) | purified E. faecalis HMGR, NADPH absorbance 340 nm kinetic | inhibition, % at 10 µM | 190,000 compounds, 0.41% hits | AID 1066, 2008;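 active = inhibition above a set limit, the median over all tested compounds plus 3 SD, cut at about 9.5% in these data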;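 also: enzyme runs in reverse so mevalonate oxidation gives rising NADPH absorbance; 0% = complete reaction with DMSO and 100% = background rate lacking mevalonate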
STAT3 act – IL-6 driven STAT3 reporter potentiators, primary screen, U3A cells, luciferase, luminescence, MLSCN library; 190,000 compounds, 0.91% hits; activation (% of control), % at 5.6 µM; IL-6 STAT3-luciferase reporter; 100% = signal with IL-6 EC80 alone;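 active = activation above the screen-wide mean of compound activation plus 3 SD, cut at about 130% in these data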;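 also: 0% = background luminescence of wells with medium and substrate only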
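Detection: reporter luminescence signal / Assay system: STAT1-lacking human U3A cells, STAT3 luciferase reporter / Incubation: compound pre-incubation 1 h before IL-6, then 6 h stimulation at 37 °C / Control set: IL-6-only high control / Read-out: % activation relative to IL-6 control / Probe or stimulus: Interleukin-6, 33 ng/mL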
STAT1 act – STAT1 signaling activators, primary screen, cell-based, HTS, luciferase reporter; activation (% of control), % at 5.5 µM; 200,000 compounds, 2.6% hits; NIH 3T3 STAT1-luciferase reporter, IFN-gamma, luminescence; 100% = IFN-gamma alone, no compound;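 active = activation above the screen-wide mean activation plus 3 SD, cut at about 130% in these data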;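 also: raw ratio to IFN-gamma control signal so 100% means no change and 0% no light; values of inactives mirror those of a sister screen read the other way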
APP 5'UTR act – activators of APP 5'UTR luciferase reporter, primary screen, SH-SY5Y cells | 190,000 compounds, 1% hits | AID 1276, 2008 | activation, % at 2 µM | SH-SY5Y APP 5'UTR luciferase reporter, luminescence; zero percent = DMSO vehicle wells;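 active = activation above a set limit, based on mean plus 3 SD of controls, cut at about 140% in these data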; also: values of inactives mirror those of a sister screen read the other way
An asterisk follows results filed as active; nt = no result given.

SMILES	NF-kB neuron act	Hsp70 act	STAT3 blocker	STAT1 blocker	DTT redox prof	TLR4 MyD88 comp	HMGR II inh	STAT3 act	STAT1 act	APP 5'UTR act
Cc1noc2ncnc(Sc3c(Cl)cccc3Cl)c12	1.8	-0.1	-10	2	-0.1	10	0	114	98	-15
Cc1cc(=O)[nH]c(S/C=C/c2ccccc2)n1	4.1*	0.4	11	6	-0.3	3	-2	92	94	10
C/C(=N\NC(=O)CNc1cccc(C(F)(F)F)c1)c1ccc(Br)cc1	1	-0.3	-8	-9	1.0	-8	2	106	108	3
C[C@@H]1C=C(C(=O)O)O[C@H](OCc2ccc(CO)cc2)C1	1	0.2	nt	-10	0.5	1	4	nt	111	-3
CCn1c(CNC(=O)Cc2ccc(OC)cc2)nnc1SCC(=O)NC1CCCCC1	1	-0.3	-4	-1	0.0	8	2	103	101	nt
C=CCOC(=O)C1=C(C)NC(=S)NC1c1cccs1 (configuration not stated)	1.1	-0.3	0	-7	-0.6	-1	7	100	106	nt
O=C(CCCc1ccccc1)NCCN1CCOCC1	0.89	0.0	4	-4	0.5	5	1	98	103	14
CCN(CC(=O)Nc1ccc(Br)c(C)c1)CC(=O)NC(C)C	0.91	-0.1	0	-2	-0.4	-25	4	108	100	16
O=C(c1ccc(F)cc1F)N1CCN(c2ncccn2)CC1	1	-0.1	4	-2	-2.5	-9	6	100	102	-3
Cc1ccc(NC(=O)c2noc(C(C)C)c2[N+](=O)[O-])cc1	1.2	-0.1	11	1	1.3	-12	3	100	98	28
Cc1cnc(NC(=O)CSc2nnc(COc3c(C)cccc3C)o2)s1	0.98	0.8	6	1	-0.6	-20	-5	99	100	-5
CC1CCCCN1C(=O)CNCC1CCCO1 (configuration not stated)	1.4	0.0	5	-6	-0.3	-16	0	98	104	-10
O=S(=O)(NCc1csc(-c2cccnc2)n1)c1ccc2c(c1)OCCO2	1.1	-0.1	0	5	-0.2	0	-1	102	96	-4
CCOC(=O)C(Cc1ccccc1)NC(=O)CNC(C)=O (configuration not stated)	0.95	-0.2	5	7	-0.5	-3	-2	98	94	22
COc1ccccc1NC(=O)Nc1ccnn1Cc1cccs1	1.4	0.2	9	6	2.1	2	-2	97	94	10
CC(=O)c1ccc(S(=O)(=O)N2CCN(C)CC2)cc1	1.7	0.1	9	1	-0.5	-19	-2	94	97	20
N#CC1=C(SCC(=O)c2cc3ccccc3oc2=O)NC(=O)C(C#N)C12CCCC2 (configuration not stated)	1.1	-0.3	-16	-18	-2.3	3	2	117	116	22
CCOC(=O)c1cnn(-c2cc(C(C)(C)C)nc3c(-c4ccccc4)c(C)nn23)c1N	1.1	-0.1	2	-4	0.2	-4	2	99	104	12
Cc1ccc(C)c(-n2nnnc2SCC(=O)Nc2c(C)n(C)n(-c3ccccc3)c2=O)c1	0.92	-0.3	0	-1	0.1	13	2	97	101	-3
CCN(CC)c1ccc(C2C(C(C)=O)C(=O)CC(C)(O)C2C(C)=O)cc1 (configuration not stated)	nt	-0.3	3	3	1.6	-2	nt	100	97	-15
COc1cc(CNCc2ccccn2)ccc1OCc1cccc(Cl)c1	1.1	-0.3	8	-7	-4.1	-1	-6	97	107	0
CC(=O)NC(Cc1cc(C)ccc1C)C(=O)N1CCN(C(=O)c2ccccc2Br)CC1 (configuration not stated)	1.3	0.1	8	4	0.3	-9	0	95	95	14
CC(=O)N1N=C(c2cccc(Cl)c2)OC1c1cccc([N+](=O)[O-])c1 (configuration not stated)	1.1	-0.1	11	3	-0.4	0	-7	91	97	-3
C=CCn1c(SCC(=O)Nc2ccccc2OC)nnc1-c1ccco1	1.4	0.6	3	-2	-3.2	0	-7	101	102	-11
CCCNC(=O)Cn1nc(C(F)(F)F)c2c1CCCC2	1.1	-0.2	3	-6	2.1	2	-3	97	106	-6
O=C(CCCN1C(=O)c2ccccc2C1=O)NCCN1C(=O)S/C(=C\c2cccs2)C1=O	1.2	-0.2	-6	-2	0.3	-17	-3	102	102	11
O=C(Nc1ccccc1Cl)c1cc(S(=O)(=O)N2CCCC(C(=O)O)C2)ccc1F (configuration not stated)	1	0.0	2	-2	-0.1	-3	-2	99	101	19
CCCOc1nc2c(c(=O)n(C)c(=O)n2C)n1CCC	1	-0.2	6	-1	-2.8	2	-7	98	102	-17
O=C(CC1NC(=O)NC1=O)Nc1ccccc1 (configuration not stated)	1.1	-0.2	7	-9	0.2	4	-5	99	108	22
CC(C)CC1NC(=O)N(CC(=O)Nc2ccccc2-c2ccccc2)C1=O (configuration not stated)	0.87	-0.3	-5	0	-0.2	-6	-5	107	99	-10

Sorted by molecular weight (smallest number first): some entries from above
SMILES	NF-kB neuron act	Hsp70 act	STAT3 blocker	STAT1 blocker	DTT redox prof	TLR4 MyD88 comp	HMGR II inh	STAT3 act	STAT1 act	APP 5'UTR act
O=C(CC1NC(=O)NC1=O)Nc1ccccc1 (configuration not stated)	1.1	-0.2	7	-9	0.2	4	-5	99	108	22
CC(=O)N1N=C(c2cccc(Cl)c2)OC1c1cccc([N+](=O)[O-])c1 (configuration not stated)	1.1	-0.1	11	3	-0.4	0	-7	91	97	-3
CC(=O)NC(Cc1cc(C)ccc1C)C(=O)N1CCN(C(=O)c2ccccc2Br)CC1 (configuration not stated)	1.3	0.1	8	4	0.3	-9	0	95	95	14

Further results follow:
SMILES	NF-kB neuron act	Hsp70 act	STAT3 blocker	STAT1 blocker	DTT redox prof	TLR4 MyD88 comp	HMGR II inh	STAT3 act	STAT1 act	APP 5'UTR act
O=C(Nc1ccc(Cl)cc1)N1CCOC12CCC1(CC2)OCCO1	1.4	-0.4	-2	-16	1.5	8	-5	105	112	-4
COc1ccc(C2Nc3ccccc3C(=O)N2NS(=O)(=O)c2ccccc2)cc1 (configuration not stated)	nt	0.5	2	-1	-0.8	4	9	103	102	8
Cc1c(C(=O)Nc2ccccc2)sc2nc3n(c(=O)c12)CCCCC3	1.6	0.1	10	-33	-1.5	-10	2	93	130*	29
COCCN(C(=O)CSc1nc2ccccc2c(=O)n1CCOC)c1c(N)n(Cc2ccccc2)c(=O)[nH]c1=O	1.1	-0.1	7	-1	-0.3	1	1	101	99	20
CN(C)S(=O)(=O)c1cccc(-c2nnc(SCc3ccc4c(c3)OCCO4)o2)c1	1	-0.4	13	14	-0.1	3	-7	94	87	6
COC(=O)CN1C(=O)S/C(=C/c2cc(C)n(C)c2C)C1=O	2.1	0.3	10	-33	1.6	-6	1	93	130*	22
CCCCCn1c(CN2CCCCC2C)nc2c1c(=O)n(C)c(=O)n2C (configuration not stated)	1.3	-0.1	-5	0	-6.4	-7	-10	107	100	4
COc1ccc(NC(=O)c2ccc(-c3ccccc3Cl)o2)cc1	2.2	0.1	-7	-33	0.8	-2	-2	104	130*	49
Cc1cc(NC(=O)c2ccccc2)ncc1NC(=O)c1cccs1	2.9	0.4	2	-16	0.1	-5	0	104	115	92
Cc1noc(C)c1S(=O)(=O)N1CCCC(C(=O)Nc2cccnc2)C1 (configuration not stated)	1.1	-0.3	3	3	1.4	-18	1	106	97	4
Cc1cc(C)n(CC(=O)N2c3ccccc3Sc3ccccc32)n1	0.86	-0.2	2	5	1.7	8	1	100	100	-6
C=CCN1CC(c2nc3ccccc3n2CCOc2ccccc2)CC1=O (configuration not stated)	1.1	-0.2	-5	-1	-0.1	-1	1	109	101	8
Cc1onc(-c2ccccc2Cl)c1C(=O)N1CCCCC1C(=O)O (configuration not stated)	1.1	-0.1	13	1	-0.7	-6	-6	93	99	-13
CCN1/C(=C2\C(=O)N(c3ccccc3)N=C2C)C=Cc2cc(C)ccc21	0.87	0.0	2	4	0.1	-8	2	102	96	-2
COc1cc(CCC(=O)N2CCN(c3ccc(N4CCOCC4)nn3)CC2)cc(OC)c1OC	1.3	-0.2	8	3	-0.7	9	-7	97	97	-8
O=C(Nc1cccnc1)c1ccco1	1.2	-0.1	1	-7	0.1	-12	0	99	100	-26
CC(C)NC(=O)Cn1c(SCC(=O)N2c3ccccc3CC2C)nc2ccccc21 (configuration not stated)	0.93	-0.5	-8	7	0.2	12	1	109	94	0
COC(CNC(=O)c1cnn2c(C)c(Cc3ccccc3)c(C)nc12)OC	1.1	-0.3	8	5	-0.3	-9	-5	100	95	-11
CS(=O)(=O)c1nc(-c2ccc(F)cc2)cc(C(F)(F)F)n1	1.2	1.7	20	45*	0.9	15	-8	89	58	-30
S=C1NCCOCCOCCOCCNC(=S)N2CCOCCOCCN1CCOCCOCC2	1.2	0.3	-3	-2	8.6	0	-2	104	102	7
CCn1c(C)[n+](CC)c2ccc(C(=O)N(C)c3ccccc3)cc21	1.1	0.0	14	0	0.6	0	-3	92	99	-17
CCc1cccc2c(C=C(C#N)C#N)cn(CC(=O)N3CCCC3)c12	1.4	-0.1	13	-1	-1.6	-4	1	92	100	0
O=C(O)c1cccc(N/N=C/c2ccc(-c3ccccc3)cc2)c1	16*	0.0	48*	47*	-0.6	-19	2	62	55	68
CCCCNC(=O)CSc1nc(O)cc(=O)n1C1CCCC1	1	-0.1	-1	-1	-0.4	-9	-8	103	100	4
O=C(NCCO)c1cc2cc(Cl)cc(Cl)c2oc1=O	1.1	-0.1	12	4	-1.8	4	-1	95	94	-13
CCOC(=O)N1CCN(c2c(N3CC=C(c4ccccc4)CC3)c(=O)c2=O)CC1	1.1	-0.5	20	10	-1.1	7	-12	88	91	7
CC(CCc1ccccc1)NC(=O)C(Cc1ccccc1)NS(=O)(=O)c1cccs1 (configuration not stated)	1.2	-0.3	4	-1	0.1	-9	-1	101	101	21
CN(C(=O)COC(=O)c1nc(Cl)c(Cl)c(Cl)c1Cl)C1CCS(=O)(=O)C1 (configuration not stated)	1.8	-0.1	2	4	-1.1	0	-11	103	95	-59
CC(C)CN1CCN(C2CCN(C(C)C)CC2)C(CCO)C1 (configuration not stated)	1.1	-0.2	2	10	-1.4	3	-3	103	89	13
COc1ccc(Cl)c(Cn2c(NCCCO)nc3c2c(=O)n(C)c(=O)n3C)c1	0.98	0.2	-5	3	0.0	1	-4	105	98	-11
Cn1ccnc1SCC(=O)c1ccc(Br)cc1	1.7	-0.3	3	-13	1.9	2	-2	102	112	32
O=C(COC(=O)c1ccc(Cl)nc1)Nc1ccccc1OC(F)F	1.1	-0.3	-16	0	0.6	-18	3	113	98	-1
O=C(NCc1ccncc1)C(=O)N/N=C/c1ccccn1	0.83	-0.2	7	-5	-0.4	1	-2	100	102	-11
COc1ccc(-c2cc(C(=O)Nc3cnn(Cc4ccccc4C)c3)no2)cc1OC	1.4	-0.4	15	0	3.0	3	1	95	100	20

Bioassay records from PubChem BioAssay.
